# ATG4B inh: ATG4B protease inhibitors, primary screen, biochemical, fluorescence, uHTS; Cysteine protease ATG4B (Homo sapiens), Q9Y4P1; ATG4B cleavage of LC3-PLA2, NBD-HPC fluorescence, 1 h; inhibition, % at 8.33 µM; 340,000 tested, 0.51% active; in the data active = inhibition above about 40%
# Target sequence (Q9Y4P1 whole entry, looked up): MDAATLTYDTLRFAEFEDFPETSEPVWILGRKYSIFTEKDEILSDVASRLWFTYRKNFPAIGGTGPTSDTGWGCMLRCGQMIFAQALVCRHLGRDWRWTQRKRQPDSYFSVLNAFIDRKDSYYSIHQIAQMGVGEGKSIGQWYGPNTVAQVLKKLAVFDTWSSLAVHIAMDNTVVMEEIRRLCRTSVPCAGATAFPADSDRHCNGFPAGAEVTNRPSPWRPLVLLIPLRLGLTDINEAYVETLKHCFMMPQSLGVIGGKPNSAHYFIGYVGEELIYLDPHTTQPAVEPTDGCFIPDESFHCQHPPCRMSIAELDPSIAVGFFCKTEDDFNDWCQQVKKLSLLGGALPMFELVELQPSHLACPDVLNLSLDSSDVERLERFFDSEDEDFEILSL
# SENP6 inh: SENP6 protease inhibitors, primary screen, biochemical, luminescence, uHTS; inhibition, % at 10 µM; AID 2599, 2010; 330,000 tested, 1.8% active; Recombinant SENP6 catalytic domain, aminoluciferin luminescence;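 active = inhibition above about 50% at the single tested dose, limit read from the data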;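 note: plate controls were DMSO wells with enzyme for no effect and DMSO wells lacking enzyme for full effect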
# Target sequence (Q9GZR1 628-1112 limits assumed): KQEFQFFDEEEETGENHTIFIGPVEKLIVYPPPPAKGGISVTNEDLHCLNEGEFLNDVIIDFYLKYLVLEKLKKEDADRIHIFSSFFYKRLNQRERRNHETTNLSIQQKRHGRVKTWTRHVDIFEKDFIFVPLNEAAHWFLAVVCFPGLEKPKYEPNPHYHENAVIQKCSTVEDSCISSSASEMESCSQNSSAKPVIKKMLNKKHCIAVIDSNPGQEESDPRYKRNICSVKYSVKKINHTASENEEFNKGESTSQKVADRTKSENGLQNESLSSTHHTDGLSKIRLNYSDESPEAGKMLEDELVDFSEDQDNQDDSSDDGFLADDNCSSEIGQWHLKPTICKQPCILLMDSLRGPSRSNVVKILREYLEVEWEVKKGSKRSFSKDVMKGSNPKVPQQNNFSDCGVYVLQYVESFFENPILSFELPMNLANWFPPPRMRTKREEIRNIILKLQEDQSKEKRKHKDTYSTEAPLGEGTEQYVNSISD
# SENP7 block: SENP7 protease inhibitors, primary screen, biochemical, luminescence, uHTS. inhibition, % at 5 µM. recombinant SENP7, Z-RLRGG-aminoluciferin luminescence, 40 min. 330,000 tested, 1.5% active;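 active = inhibition above about 50% at the single test dose, limit read from the data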;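 note: plate controls were DMSO with enzyme for no effect and no enzyme buffer wells for full effect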
# SENP8 inh: human SENP8 protease inhibitors, primary screen, biochemical, fluorescence, Nedd8 protein substrate, uHTS. Sentrin-specific protease 8 (Homo sapiens), Q96LD8. inhibition, % at 20 µM. AID 602440, 2012. recombinant SENP8. 360,000 tested, 0.64% active; in the data active = inhibition mostly above about 40%, no sharp cut-off; inactive = mostly below about 27%
# Target sequence (Q96LD8 whole entry, looked up): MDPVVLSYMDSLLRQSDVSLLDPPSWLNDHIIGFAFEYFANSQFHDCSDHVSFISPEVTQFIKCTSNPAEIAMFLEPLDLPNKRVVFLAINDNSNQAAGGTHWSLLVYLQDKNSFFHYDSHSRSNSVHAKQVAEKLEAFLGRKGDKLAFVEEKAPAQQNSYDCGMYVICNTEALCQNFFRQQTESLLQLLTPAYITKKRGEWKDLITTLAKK
# NR3A LBD binder: binders of NR3A ligand-binding domain, primary screen, biophysical, differential scanning fluorimetry, uHTS; Glutamate receptor ionotropic, NMDA 3A (GRIN3A) ligand-binding domain; NR3A LBD differential scanning fluorimetry, Tm shift; 0% = protein alone, 100% = glycine-bound protein; 340,000 tested, 2.5% active; AID 1259313, 2017; Tm shift relative to glycine control, % at 25 µM;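 active = melting temperature shift of at least 10% of the positive control shift, at one fixed dose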
# HKDC1 inhibitor: HKDC1 hexokinase inhibitors, primary screen, biochemical, fluorescence, uHTS | Q2TB90 | 340,000 tested, 0.16% active | inhibition, % at 20 µM | AID 493160, 2011 | recombinant HKDC1, G6PDH/diaphorase resazurin coupled fluorescence;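 active = inhibition above about 35% when tested at 20 µM, limit read from the data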;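 note: plate controls were DMSO wells with enzyme for no effect and DMSO wells lacking enzyme for full effect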
#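 System: Recombinant HKDC1 hexokinase | Amount: HKDC1 at 5 µg/mL | Reagent: Glucose with 1 mM ATP | Doses: Single 20 µM dose | Incubation: Reaction time 90 min, room temperature, protected from light | Signal: Coupled resazurin fluorescence, excitation 525 nm, emission 613 nm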
# MPTP inh: mitochondrial permeability transition pore inhibitors, primary screen, biochemical, isolated mouse mitochondria, absorbance. 360,000 tested, 1.4% active. Ca2+ swelling absorbance, 30 min. inhibition, % at 10 µM;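 active = inhibition of 50% or more, scaled per plate between neutral and stimulator controls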;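 note: 0% = DMSO wells given calcium and 100% = 1 mM EGTA wells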
# PfG6PD inh: PfG6PD enzyme inhibitors, primary screen, biochemical, fluorescence intensity, uHTS; glucose-6-phosphate dehydrogenase-6-phosphogluconolactonase (Plasmodium falciparum 3D7); PfGluPho enzyme, NADPH resazurin-diaphorase fluorescence; inhibition, % at 20 µM; 350,000 tested, 0.78% active;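 active = inhibition reaching at least a set limit at 20 µM in the primary screen, cut at about 59% in these data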;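 note: 0% = DMSO wells with substrate and 100% = DMSO wells lacking glucose-6-phosphate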
# An asterisk follows results filed as active; . = not tested or not shown; & = joins results of further samples.
SMILES,ATG4B inh,SENP6 inh,SENP7 block,SENP8 inh,NR3A LBD binder,HKDC1 inhibitor,MPTP inh,PfG6PD inh
CCc1nnc(NC(=O)CSc2nccn2-c2cc(C)cc(C)c2)s1,-2,-16,0,8,-1,-1,-0.8,-28
Cc1ccc(/C=N/NC(=O)c2c(-c3ccccc3)noc2C)c(O)c1,.,2,2,-12,.,.,1.6,.
Brc1ccccc1OCCN1CCCC1,-4,-1,6,21,-1,-1,-1.2,1
CC(C)CC(=O)NC(=S)NNC(=O)c1ccc(NC(=O)C2CCCCC2)cc1,-14,-3,-8,-1,-7,-21,3.3,-17
CCC1=Nc2ccccc2NC2=C1C(=O)CCC2,12,15,4,16,-1,9,0.1,5
COCCNC(=S)NNC(=O)c1ccc(-n2cnnn2)cc1,-3,-6,7,10,1,-3,0.7,-4
CC(=O)Nc1cc2c(c(Cl)c1Cl)-c1ccccc1C2=O,-11,.,.,11,1,-1,1.3,-2
CC1(C)N=C(c2ccccc2)C(c2ccccc2)=N1,-1,.,.,16,-1,-5,-1.2,-5
CCC(C)(C)NC(=O)C(c1sccc1C)N(Cc1ccco1)C(=O)c1csnn1 (stereo not drawn),1,-8,-3,10,2,-3,2.6,-16
C=CCN(CC=C)C(=O)CN1C(=O)NC(c2ccccc2)(c2ccccc2)C1=O,3,24,1,10,-1,4,0.3,-23
COc1ccc(/C=N/n2c(SC)nnc2-c2ccccc2)c(OC)c1OC,-9,.,.,12,-2,-1,-2.6,-7
NC(=O)C1(Nc2ccc([N+](=O)[O-])cc2)CCCC1,-5,.,.,17,0,-4,-1.4,3
Cc1ccc(S(=O)(=O)CC(=O)Nc2nnc(C)s2)cc1,-10,-4,-10,23,-1,-4,1.2,0
O=C(O)c1ccc(NS(=O)(=O)c2ccc(Cl)c(Cl)c2)cc1O,7,-1,-14,13,-6,-4,1.9,-22
COc1cc(/C=C/C(=O)OCC(=O)NC(=O)NC2CCCC2)ccc1OCC#N,-9,4,5,-103,0,-1,-2.0,14
O=C(NCc1ccco1)c1ccc2c(=O)n(-c3ccccc3)c(=O)n(Cc3cccc(F)c3)c2c1,.,-6,2,-15,.,.,-1.1,.
Cn1c(N)c(S(=O)(=O)NCc2ccc(F)cc2)c(=O)n(C)c1=O,-5,15,-5,16,0,2,-1.6,7
COc1cc(/C=C/C(=O)OCC(=O)NC(=O)NC(C)C)ccc1O,-7,33,-3,-473,-1,-2,-1.1,-3
O=C(NCCN1CCC(Cc2ccccc2)CC1)C1CCCN(S(=O)(=O)c2cnc[nH]2)C1 (stereo not drawn),-6,-1,2,6,-5,-6,-0.6,-9
Cc1ccc(S(=O)(=O)c2cc3cc(Br)ccc3oc2=O)cc1,5,-6,0,10,7,-6,1.9,-45
C=CC[C@H](CC(=O)OC(C)(C)C)C(=O)OC[C@H]1CCCN1C(=O)[C@H](CC=C)CC(=O)NCCO,-5,17,3,9,-2,-5,-1.8,7
COC(=O)C1=C(C)N(C)C(=O)NC1c1ccc([N+](=O)[O-])o1 (stereo not drawn),-13,-16,3,14,-4,-9,1.7,7
Cc1cc(=O)oc2cc(OC(=O)CCCCCN3C(=O)c4ccccc4C3=O)ccc12,6,-10,-7,-392,-2,1,0.1,7
CCOCCCN(C)C1CCN(S(=O)(=O)c2csc(C(N)=O)c2)CC1,2,-5,7,8,2,-2,-0.4,-5
COc1ccc(C(=O)CSc2ccc3nnc(-c4cccnc4)n3n2)cc1,-10,-92,-10,-104,0,10,0.1,5

# Given tab-delimited: part of the list above.
SMILES	ATG4B inh	SENP6 inh	SENP7 block	SENP8 inh	NR3A LBD binder	HKDC1 inhibitor	MPTP inh	PfG6PD inh
COC(=O)C1=C(C)N(C)C(=O)NC1c1ccc([N+](=O)[O-])o1 (stereo not drawn)	-13	-16	3	14	-4	-9	1.7	7
Cc1cc(=O)oc2cc(OC(=O)CCCCCN3C(=O)c4ccccc4C3=O)ccc12	6	-10	-7	-392	-2	1	0.1	7

# Entries of single compounds from above. Order of values: ATG4B inh, SENP6 inh, SENP7 block, SENP8 inh, NR3A LBD binder, HKDC1 inhibitor, MPTP inh, PfG6PD inh
# Entry for `COc1cc(/C=C/C(=O)OCC(=O)NC(=O)NC2CCCC2)ccc1OCC#N` : -9, 4, 5, -103, 0, -1, -2.0, 14
# Entry for `Cc1ccc(/C=N/NC(=O)c2c(-c3ccccc3)noc2C)c(O)c1` : ., 2, 2, -12, ., ., 1.6, .

# Later entries:
SMILES,ATG4B inh,SENP6 inh,SENP7 block,SENP8 inh,NR3A LBD binder,HKDC1 inhibitor,MPTP inh,PfG6PD inh
Cn1cc(Cl)c(C(=O)OCC(=O)Nc2ccccc2)n1,2,-4,-2,8,1,-4,-1.5,-11
O=C(Cc1cccs1)N1CCN(S(=O)(=O)c2ccccc2)CC1,-4,-15,1,8,-9,-12,-0.9,3
CC1=NN(c2nc(-c3ccc(C)cc3)cs2)C(=O)C1N=Nc1ccc2ccccc2c1 (stereo not drawn),2,11,5,55*,-1,11,0.2,-14
CCCc1cc(=O)[nH]c(SCC(=O)c2c(C)[nH]c3ccccc23)n1,-3,-12,-6,16,-3,-3,4.1,-16
Cc1nc([N+](=O)[O-])c(Br)n1CC(=O)c1ccc(Cl)cc1,7,8,5,42*,-1,22,-1.0,5
O=C(O)C1CCCN(CCC=C(c2ccccc2)c2ccccc2)C1 (stereo not drawn),7,17,8,13,0,-6,-1.9,-12
COc1ccc(NC(=S)N2CCN(C(=O)c3ccco3)CC2)cc1,1,9,-6,15,-1,-1,-1.0,-10
O=[N+]([O-])c1cc([N+](=O)[O-])c2cccnc2c1Oc1ccccc1O,7,.,.,15,-11,1,70*,-4
CN(C(=O)CCCN1C(=O)c2ccccc2C1=O)C1CCCCC1,-7,-1,5,12,-1,-3,0.6,-1
Cn1c(NC(=O)C2CCCO2)cc(=O)n(C)c1=O (stereo not drawn),10,5,6,24,4,-8,-0.5,21
CC(C)(C)Nc1nc(-c2ccc3c(c2)CCN3C(=O)C2CC2)cs1,-12,-4,-7,8,-1,-12,0.3,70*
COCC(C)n1c(C)cc(C(=O)CSc2nnc(-c3ccco3)o2)c1C (stereo not drawn),-2,-1,0,7,2,-6,0.0,51
CC(=O)Oc1ccc(/C=c2\sc3ncnn3c2=O)cc1,8,2,-6,9,0,5,0.1,-14
COc1ccc(-c2nc(CS(=O)CC(=O)NCc3ccccn3)c(C)o2)cc1 (stereo not drawn),8,-10,-4,5,-17,-2,-2.7,-4
CCCCC(=O)Nc1cccc(-c2nnc(-c3ccccc3)o2)c1,-7,34,5,-7,-10,-5,-1.5,7
COc1cc(OC)cc(C(=O)Nc2cccc(NC(=O)c3ccccc3)c2)c1,-4,-7,-4,18,-2,0,0.2,15
Cc1nc2ccccc2c2c1C(=O)N(c1ccc(C(=O)O)cc1)C2=O,6,8,-2,27,-2,4,-0.1,-13
Cc1ccc(-c2cc(C(=O)NCC3CCCO3)c3ccccc3n2)cc1C (stereo not drawn),-2,-6,1,2,3,-6,-0.7,-5
O=C(CN1CCN(C(=O)c2cncn2-c2ccc(F)cc2)CC1)Nc1ccccc1C(F)(F)F,3,2,6,6,-2,-4,-2.5,0
CCOC(=O)COc1ccc(C2CC(C)=NN2c2ccccc2)cc1 (stereo not drawn),8,-13,0,-44,0,14,3.4,-16
CCC(CC)C(=O)Nc1ccc(Cl)c(Cl)c1,-1,-24,-13,19,-4,0,0.6,7
COCCn1c(SCC(=O)N2CCCC2)nnc1-c1ccoc1C,-13,-16,-10,7,2,-2,-2.4,0
CCCCn1c(SCC(=O)NC2CC2)nnc1-c1ccncc1,-3,-14,-2,2,1,-4,-1.4,-2
Cc1nn(C)c(C(=O)N/N=C/c2ccccc2)c1[N+](=O)[O-],-15,-1,-2,22,2,0,-1.7,16
Nc1ccccc1SCc1cc([N+](=O)[O-])cc2c1OCOC2,6,-4,0,4,-3,-4,2.8,37

# The list goes on; the last 3 above are carried over.
SMILES,ATG4B inh,SENP6 inh,SENP7 block,SENP8 inh,NR3A LBD binder,HKDC1 inhibitor,MPTP inh,PfG6PD inh
CCCCn1c(SCC(=O)NC2CC2)nnc1-c1ccncc1,-3,-14,-2,2,1,-4,-1.4,-2
Cc1nn(C)c(C(=O)N/N=C/c2ccccc2)c1[N+](=O)[O-],-15,-1,-2,22,2,0,-1.7,16
Nc1ccccc1SCc1cc([N+](=O)[O-])cc2c1OCOC2,6,-4,0,4,-3,-4,2.8,37
O=C(OCC(=O)N1CCN(S(=O)(=O)c2ccc(Cl)cc2)CC1)c1cccc(OC(F)F)c1,-7,-4,7,0,1,-3,0.2,12
COc1ccc(CNC(=O)COC(=O)c2cc3ccccc3o2)cc1,0,-10,1,-11,0,-5,-0.7,5
COC(=O)CN1C(=O)C(O)(CC(=O)c2cccc(Br)c2)c2ccccc21 (stereo not drawn),-11,15,10,2,-1,-3,-1.8,4
Cc1ccc(C(=O)NC(=S)NCC2CCCO2)cc1 (stereo not drawn),4,10,-5,28,-5,-5,4.6,-11
Cc1csc(SCC(=O)NCc2ccccc2Cl)n1,8,7,-8,3,0,-7,-1.4,-11
CC(C)N(CC(N)=O)C(=O)Cc1coc2cc3c(cc12)CCC3,-1,-2,-3,-3,-1,-5,0.7,6
CC12CCC(C(=O)O)(C/C1=N\O)C2(C)C (stereo not drawn),-7&1,-4&-4,3&-1,14&3,1&-2,-8&2,-0.5&-0.3,-3&-19
Cc1cccc(/C=C2/Sc3ccc(C(=O)NCCCN4CCOCC4)cc3NC2=O)c1,.,8,-9,-86,.,.,-0.7,.
COc1ccccc1-c1nc(C(=O)NCC2CCCO2)cc2c1[nH]c1ccccc12 (stereo not drawn),1,-4,-4,0,-4,0,-0.3,64*
Cc1cc(C)cc(OCC(=O)NNC(=O)c2ccoc2C)c1,0,2,3,6,-2,12,17,-16
CCOC(=O)C1CCN(S(=O)(=O)c2ccc(NC(=O)OC)cc2)CC1,-6,10,-3,26,-2,-4,-0.6,-19
Cc1ccc(C(C)NC(=S)NCc2ccc(F)cc2)cc1C (stereo not drawn),38,-15,4,-10,-1,-4,6.5,25
O=C(O/N=C1\CCS(=O)(=O)c2sccc21)c1ccc(F)cc1,1,-8,-5,13,1,-7,-1.7,-15
CN1C(=O)C(C)(C)c2cc(S(=O)(=O)NCC3CCC(C(=O)NCc4ccc(F)cc4)CC3)ccc21 (stereo not drawn),-3,-1,2,0,0,-2,-1.0,14
CCCCc1ccc(NS(=O)(=O)c2cccc(C(=O)N3CCCN(C)CC3)c2)cc1,-5,2,9,20,-2,-2,-0.6,-8
Cc1nc(SCC#N)c2c3c(sc2n1)CCC3,-3,-12,3,3,0,-3,-2.0,-5
CCOCCCN(C)C1CCN(C(=O)c2oc3ccccc3c2NC(=O)COc2cccc(C)c2)CC1,6,5,1,2,-5,-1,-0.3,11
O=C(O/N=C\c1ccc(N2CCCCC2)c([N+](=O)[O-])c1)c1cccc(C(F)(F)F)c1,-2,-16,-9,33,-3,-2,-1.3,1
CSC(=O)NC12CC3CC(CC(C)(C3)C1)C2,2,1,4,7,3,-1,-1.1,1
Cc1onc(-c2c(F)cccc2Cl)c1C(=O)ONC(=O)c1ccccc1,-3,-2,0,28,-4,-6,0.4,-3
COc1ccc(C(C(=O)NCc2ccccc2)N(C(=O)c2snc(C(N)=O)c2N)C2CCCC2)cc1O (stereo not drawn),-8,15,6,-183,0,4,-0.7,5
CCOC(=O)C1=C(O)/C(=C/c2cc(OC)c(OC)c(OC)c2)SC1=Nc1ccc(OC)cc1,-18,1,1,-16,2,-1,-0.1,-1
COc1cc(C2N(Cc3ccccc3)CCN2Cc2ccccc2)ccc1OC(C)=O,1,7,3,-3,2,-1,1.3,11
O=C(CSC(=S)N1CCCC1)c1ccccc1,10,64*,54*,-9,1,-3,-1.0,9
COc1cccc(N2CC(O)=C(c3ccccc3)C2=N)c1,18,11,-6,31,2,-3,1.9,-16

# From PubChem BioAssay
